Compound activity (PubChem BioAssay)
HT1080 cytotoxicity – cytotoxicity in HT1080 fibrosarcoma cells, cell-based, fluorescence readout (AID 620). HT1080 viability, fluorescence; higher % means a stronger effect. cytotoxicity, % at 10 µM; hits with a dose series show EC50 in µM. 87,000 tested, 0.42% active; in the data active = cytotoxicity above about 50%;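 also: cells exposed to compound overnight then 4 h with Alamar Blue; 0% = vehicle DMSO and 100% = killing control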
* hit, by the source's call; & = joins results of further samples.

SMILES	HT1080 cytotoxicity
O=C(CSc1ncc(-c2ccccc2)[nH]1)Nc1ccccc1	-2.3%
CNS(=O)(=O)c1cc(C(=O)NCc2ccco2)ccc1Cl	-0.1%
O=C(c1cccn2c(=O)c3cc4ccccc4cc3nc12)N1CCN(c2ccccc2)CC1	5.0%
COc1ccc(C2SCC(=O)N2c2c(C)n(C)n(-c3ccccc3)c2=O)cc1OC (configuration not stated)	-12.2%
COC(=O)C1CCN(Cc2ccc(C)cc2)CC1	26.7%
COc1ccc(NC(=O)c2cccc(S(=O)(=O)N3CCOCC3)c2)cn1	-10.8%
Clc1ccc2c(NCc3ccco3)ncnc2c1	11.0%
CCOc1ccc(NC(=O)NCCCn2c(C)nc3cc(C)c(C)cc32)cc1	6.2%
COC(=O)COc1ccc(S(=O)(=O)Nc2ccc(C(N)=O)cc2)cc1C	-10.8%
Cc1cc(C)n(-c2nc(-c3ccc(Cl)cc3)cs2)n1	-2.0%
COc1cccc(CNC(=O)CSCc2cnn(-c3ccccc3)c2-n2cccc2)c1	-15.1%
Clc1cccc(Cl)c1NC1=NCCC1	8.1%
COC(=O)Nc1ccc2c(c1)OCO2	0.6%
CCN(CC)CCNC1=CC(=O)OC12CCCCC2	9.4%
CCCC(C)C(=O)NCc1ccc2c(c1)OCO2 (configuration not stated)	15.6%
O=CN(/C=C1\Sc2ccccc2C1=O)Cc1ccccc1	-8.5%
COc1ccc(C2=NO[C@@H]3C(=O)N(Cc4ccccc4)C(=O)[C@H]23)cc1OC	-6.2%
Cc1ccc(S(=O)(=O)CCC(=O)O)cc1C	1.5%
CSc1nsc(SCC(=O)Nc2ccc(C(C)=O)cc2)n1	-10.5%
Cc1ccccc1CSCCNC(=O)c1ccc(Cl)c(S(=O)(=O)N2CCOCC2)c1	-0.1%
Cc1ccc(OC(C)C(=O)O)cc1C (configuration not stated)	-9.0%
Cc1cc(C)c(C(N)=O)c(Nc2cccc(Cl)c2)n1	-10.6%
Cc1nc2c(sc3nc4c(cc32)COC(C)(C)C4)c(=O)n1Cc1ccccc1	29.8%
CC(C)C(c1nnnn1C1CCCC1)N1CCCCC1 (configuration not stated)	-9.8%
COC(=O)C(C)Sc1nc2c(c(-c3ccc(OC)cc3)c1C#N)-c1ccccc1C2=O (configuration not stated)	-3.5%

Part of the list above, reformatted.
Molecule | HT1080 cytotoxicity
O=C(CSc1ncc(-c2ccccc2)[nH]1)Nc1ccccc1 | -2.3%
CNS(=O)(=O)c1cc(C(=O)NCc2ccco2)ccc1Cl | -0.1%
O=C(c1cccn2c(=O)c3cc4ccccc4cc3nc12)N1CCN(c2ccccc2)CC1 | 5.0%
COc1ccc(C2SCC(=O)N2c2c(C)n(C)n(-c3ccccc3)c2=O)cc1OC (configuration not stated) | -12.2%
COC(=O)C1CCN(Cc2ccc(C)cc2)CC1 | 26.7%
COc1ccc(NC(=O)c2cccc(S(=O)(=O)N3CCOCC3)c2)cn1 | -10.8%
Clc1ccc2c(NCc3ccco3)ncnc2c1 | 11.0%
CCOc1ccc(NC(=O)NCCCn2c(C)nc3cc(C)c(C)cc32)cc1 | 6.2%
COC(=O)COc1ccc(S(=O)(=O)Nc2ccc(C(N)=O)cc2)cc1C | -10.8%
Cc1cc(C)n(-c2nc(-c3ccc(Cl)cc3)cs2)n1 | -2.0%
COc1cccc(CNC(=O)CSCc2cnn(-c3ccccc3)c2-n2cccc2)c1 | -15.1%
Clc1cccc(Cl)c1NC1=NCCC1 | 8.1%
COC(=O)Nc1ccc2c(c1)OCO2 | 0.6%
CCN(CC)CCNC1=CC(=O)OC12CCCCC2 | 9.4%
CCCC(C)C(=O)NCc1ccc2c(c1)OCO2 (configuration not stated) | 15.6%
O=CN(/C=C1\Sc2ccccc2C1=O)Cc1ccccc1 | -8.5%
COc1ccc(C2=NO[C@@H]3C(=O)N(Cc4ccccc4)C(=O)[C@H]23)cc1OC | -6.2%
Cc1ccc(S(=O)(=O)CCC(=O)O)cc1C | 1.5%
CSc1nsc(SCC(=O)Nc2ccc(C(C)=O)cc2)n1 | -10.5%
Cc1ccccc1CSCCNC(=O)c1ccc(Cl)c(S(=O)(=O)N2CCOCC2)c1 | -0.1%
Cc1ccc(OC(C)C(=O)O)cc1C (configuration not stated) | -9.0%
Cc1cc(C)c(C(N)=O)c(Nc2cccc(Cl)c2)n1 | -10.6%
Cc1nc2c(sc3nc4c(cc32)COC(C)(C)C4)c(=O)n1Cc1ccccc1 | 29.8%

Next section
SMILES	HT1080 cytotoxicity
Cc1cccn2c(=O)c(/C=C(\C#N)S(=O)(=O)c3ccccc3)c(N3CCC(C(N)=O)CC3)nc12	2.8%
CC1CC(C)CN(C(=O)CSC2=Nc3ccccc3C3=NC(Cc4c[nH]c5ccccc45)C(=O)N23)C1 (configuration not stated)	10.8%
CCN(CC)C(=O)C1=C(C)NC(=S)NC1c1cn(-c2ccccc2)nc1-c1ccc(Cl)cc1 (configuration not stated)	-12.9%
COc1ccc(NC(=O)CSc2nnc(C3CC3)n2-c2ccccc2)cc1	-22.9%
O=C(CCc1ccc(S(=O)(=O)NCCc2ccccc2)cc1)NCc1ccco1	-7.3%
Cc1ccc(NC(=O)N2CCN(Cc3ccc4c(c3)OCO4)CC2)cc1	8.1%
CCC/C=C(\CCC)C(NS(=O)(=O)c1ccc(Cl)cc1)c1ccc(C(=O)OC)cc1 (configuration not stated)	-34.1%
COc1cc(Cl)c(C)cc1NC(=O)CSCC#N	-11.3%
COc1ccccc1-c1ccc(Nc2cccc(C(F)(F)F)c2)nn1	-9.5%
CCOC(=O)c1cc(-c2ccc(Cl)cc2)nc2c1c(C)nn2CCC#N	-1.0%
COc1cccc(OC)c1C(=O)NC(C)C12CC3CC(CC(C3)C1)C2 (configuration not stated)	-4.4%
CO/C([O-])=N/c1c[n+](-c2ccc(Cl)cc2)no1	-10.0%
Cn1nnc2sc3c(c2c1=O)CCCC3	-7.5%
CCOc1ccc(NC(=O)CCSc2nnc(C)s2)cc1	0.3%
CCOC(=O)c1nnn(CC(=O)N2N=C(c3ccc(Cl)cc3)CC2c2ccccc2)c1C(=O)OCC (configuration not stated)	20.5%
COc1ccc(NC(=O)C2CCCN2C(=O)NCc2ccccc2)cc1OC (configuration not stated)	-7.5%
CC(=O)Nc1ccc(S(=O)(=O)CCC(=O)O)cc1	-14.7%
Cc1ccc(NC(=O)C2CCC(=O)N2)cc1C (configuration not stated)	4.6%
CC(=O)c1c(C)[nH]c(C(=O)Nc2cc(C)cc(C)c2)c1C	5.5%
O=C1NCCc2cc3c(cc21)OCO3	-5.2%
COC(=O)[C@H](CC(C)C)NC(=O)N1CCN(c2cccc(C(F)(F)F)c2)CC1	-2.0%
O=C(NCCc1ccccc1)C(=O)NC1CCCCC1	-7.9%
O=C(N1CCCCCC1)N1CCN(S(=O)(=O)c2ccccc2)CC1	-1.5%
Cc1cc(C)cc(CC2CC(=O)N(c3ccc(Cl)cn3)C2=O)c1 (configuration not stated)	-10.0%
COc1ccc(Cc2nc(C(=O)Nc3ccc(Cl)cc3)cs2)cc1	2.9%

Given with bars between the fields: 4 of the compounds above.
Structure | HT1080 cytotoxicity
Cc1ccc(NC(=O)C2CCC(=O)N2)cc1C (configuration not stated) | 4.6%
CC(=O)c1c(C)[nH]c(C(=O)Nc2cc(C)cc(C)c2)c1C | 5.5%
O=C1NCCc2cc3c(cc21)OCO3 | -5.2%
COC(=O)[C@H](CC(C)C)NC(=O)N1CCN(c2cccc(C(F)(F)F)c2)CC1 | -2.0%

More structures follow.
SMILES	HT1080 cytotoxicity
O=C(Cn1cnc2ccccc2c1=O)Nc1cccc(-c2nnc3n2CCCCC3)c1	-1.2%
C/C(=N\NC(=O)c1csc(C)c1C)c1ccco1	18.3%
CCCCCCc1cc2cc(-c3nnc(-c4cc(OC)c(OC)c(OC)c4)o3)c(=O)oc2cc1O	-1.1%
CCC(C)(C)NC(=O)C(c1ccc(OC)cc1)N(CC1CCCO1)C(=O)CCC(=O)Nc1cc(C)on1 (configuration not stated)	-7.5%
COc1ccc(-n2c(=S)[nH]c3cc(C(=O)NCCCN4CCCC4=O)ccc3c2=O)c(OC)c1	-0.3%
CCCCOc1ccc(C(=O)Nc2cc(C)c(OCC(=O)N3CCOCC3)c(C)c2)cc1	-10.1%
COc1cc2c(C(=O)N3CCN(C)CC3)c(C)n(-c3ccccc3)c2cc1Br	-4.4%
O=C(Nc1ccc2nc(-c3ccccn3)[nH]c2c1)C1CCCCC1	3.5%
COc1cc(/C=N/N(C)c2ccccc2)ccc1O	2.2%
CC(C)(C)c1ccc(S(=O)(=O)NCc2ccc(C(=O)N3CCOCC3)cc2)cc1	-12.3%
C/C(=N\NC(=S)Nc1ccc(F)cc1)C1CC1	-2.9%
C=CCNc1cc(C)oc(=O)c1C(=O)CCC	10.3%
CN1c2ccsc2/C(=N/NC(=O)c2c(F)cccc2F)CS1(=O)=O	9.7%
COc1ccc(S(=O)(=O)NCCC(C)C)cc1C	-2.7%
CCN(CC)C(=O)CSc1nc2ccccc2n1CC(=O)N1CCN(c2ccccc2OC)CC1	-10.6%
COc1ccc(-c2cc(C(=O)N3CCN(c4ccccc4)CC3)c3ccccc3n2)cc1OC	-12.3%
COc1ccc2cc3cc(C(=O)NC(C)C)oc3nc2c1	-6.6%
Cc1cc(Nc2nnnn2-c2ccccc2)n(-c2ccccc2)n1	-16.9%
COC(=O)C1=C(COc2ccccc2)NC(=O)NC1c1ccc(Br)cc1 (configuration not stated)	-18.8%
Cc1ccc(N=c2c([N+](=O)[O-])nn(-c3ccccc3)n2O)c(C)c1	-3.0%
CCOC(=O)C1=NN(c2ccccc2)C(c2ccccc2)CC1=O (configuration not stated)	-11.4%
Cn1c(N)c(C(=O)COC(=O)C2CCC(C(C)(C)C)CC2)c(=O)n(C)c1=O (configuration not stated)	0.7%
CN(C)S(=O)(=O)c1ccc(NC(=O)COC(=O)c2ccccn2)cc1	-5.2%
COc1ccccc1NC(=S)NCCc1ccc(Cl)cc1	17.0%
CCC(C)NC(=O)C1CCCN(c2nc(C)cc(OC)n2)C1 (configuration not stated)	10.8%
SMILES	HT1080 cytotoxicity
O=C(COc1cccc(Cl)c1)Nc1nc(-c2ccc(S(=O)(=O)N3CCOCC3)cc2)cs1	-9.9%
CNc1nc(NCCOC23CC4CC(CC(C4)C2)C3)nc(OCC(F)(F)F)n1	-19.7%
O=C(O)CC(=O)NC12CC3CC(CC(C3)C1)C2	-8.3%&15.4%
CCOc1ccc(S(=O)(=O)NCCOC)cc1C	0.1%
CN(C)/C=C(\C(=O)c1ccc(Cl)cc1)c1nnnn1-c1ccc(Cl)cc1	5.8%
CCCCN(CCCC)C(=O)c1nsnc1-c1ccccc1O	6.4%
COc1ccc2nc3oc(C(=O)Nc4ccc(OC)c(OC)c4)cc3cc2c1	28.4%
COc1ccc(-n2nnnc2SCc2nc(N)nc(N3CCOCC3)n2)cc1	-4.5%
COc1ccc(S(=O)(=O)Nc2c3ccccc3nc(=O)n2-c2ccccc2)cc1	11.6%
CSc1cccc(NC(=O)C(C)Sc2ccc(C)cc2)c1 (configuration not stated)	-13.5%
CN1CCC(OC(=O)c2cccc(Br)c2)CC1	-8.8%
O=C(CO/N=C/c1ccccc1O)NNC(=O)c1ccccc1Cl	9.6%
Cc1nc2ccccc2n1CCCOc1ccccc1	-11.1%
Cn1c(=O)[nH]c(=O)c2c1nc(Br)n2CCCc1ccccc1	-7.2%
COc1ccc(CCNC(=O)C2CCN(S(=O)(=O)c3ccc(OC)c(OC)c3)CC2)cc1	-13.5%
COc1ccc(CCNS(=O)(=O)c2ccc(Cl)s2)cc1OC	-4.9%
CC(Sc1ccc2c(c1)OCCO2)C(=O)Nc1ncc(Cl)cc1Cl (configuration not stated)	-10.2%
CC12C=CC3(O1)C(C(=O)N(c1ccccc1)C3C(=O)NC1CCCC1)C2C(N)=O (configuration not stated)	6.3%
COC(=O)c1ccc(N(C(=O)c2ccco2)C(C(=O)NC2CCCC2)c2ccco2)cc1 (configuration not stated)	5.0%
CNC(=O)[C@@]1(Cc2ccccc2)C=C[C@@H](C)N1C(=O)OC	-24.6%
O=S(=O)(c1ccc(Cl)cc1)N1CCC(N2CCOCC2)CC1	-5.7%
CN(C)C(=O)COC(=O)c1cc(Cl)cc(Cl)c1N	-3.8%
O=[N+]([O-])c1cc(Cl)ccc1Sc1cccc2cccnc12	10.7%
COc1ccccc1NS(=O)(=O)c1cccc(C(=O)NN)c1	-5.3%
Cc1ccc(CNC(=O)Cn2cccc2C(=O)c2ccccc2)cc1	-0.9%
SMILES	HT1080 cytotoxicity
COc1cc2cc(C(N)=O)c(N)nc2cc1OC	11.0%
COC(=O)[C@@]1(Cc2ccc(OC)cc2)[C@H]2c3cc(C(=O)N4CCCC4)n(CCCNc4ncc(C(F)(F)F)cc4Cl)c3C[C@H]2CN1C(=O)c1ccccc1	-15.9%
CCC(C)(C)NC(=O)C(c1ccc(C)cc1)N(Cc1cccnc1)C(=O)c1csnn1 (configuration not stated)	-14.7%
CCc1ccc(NC(=O)CSc2nc3ccccc3c(=O)n2CCCC(=O)N2CCCC2)cc1	-12.1%
c1cncc(-c2nc(NCC3COc4ccccc4O3)c3ccccc3n2)c1 (configuration not stated)	4.5%
CCCN(CCC)S(=O)(=O)c1ccc(NC(=O)COc2ccccc2)cc1	1.1%
O=C(NC1CCCCC1)N1CCN(c2ncccn2)CC1	1.2%
Cc1ccc(C(=O)NCCSC(C)(C)C)cc1	-6.0%

Not all compounds are listed; rates above refer to the full screens.
